Screens (PubChem)
GAA inh – inhibitors of human lysosomal alpha-glucosidase; P10253; purified human GAA, 4-MU-alpha-glucoside fluorescence; Potency, µM (doses to about 76.9 µM), inactives show top-dose activity change, negative = inhibition, actives largely listed as inhibitors; actives 0.005% (n = 200,000); AID 1466;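 note: plate controls were uninhibited enzyme wells for no effect and no-enzyme background for full effect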
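Human enzyme at 4 nM with 400 uM 4-methylumbelliferyl-alpha-D-pyranoside, citrate/phosphate buffer pH 5.0, 0.005% Tween-20, 20 min at room temperature. Compounds up to 77 uM. 4-MU fluorescence (Ex 365/Em 440) read after NaOH/glycine stop; AC50 from Hill fit.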
GLA spleen mod – inhibitors or activators of human alpha-galactosidase in spleen homogenate; Potency, µM (highest dose often 80 µM), inactives show at the highest dose activity change, negative = inhibition, hits mostly inhibitors; actives 0.008% (n = 240,000); human spleen homogenate, 4MU-alpha-Gal fluorescence, 40 min; P06280;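 note: 0% = enzyme with vehicle and -100% = no enzyme basal signal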
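Human spleen homogenate (1 ug) was the enzyme source, with 4-methylumbelliferyl-alpha-D-galactopyranoside (1 mM final) in pH 5.0 citrate buffer with 0.01% Tween-20. Compounds were titrated; after 40 min at 37C, NaOH/glycine stop, 4-MU fluorescence read; AC50 from Hill fits.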
Epigenetic reg – epigenetic control regulation, reporter derepression. murine LDR cells, GFP reporter derepression, 30 h. Potency, µM (series often up to 53.9 µM), for the others: at the top dose GFP activation, most hits filed as activators. actives 0.2% (n = 280,000). AID 1865; note: % of control where 0% means no effect; nearly all actives have a fitted effect of over 60% in size
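Reporter derepression read as number of fluorescent GFP-positive objects, 20-120 um in size, counted by laser-scanning cytometer. Mouse LDR line with an epigenetically silenced CMV-GFP locus; compound incubation 30 h, 37 C.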
GAA glycogen – GAA glycogen-cleavage inhibition or activation; P10253; recombinant GAA, glycogen substrate, Amplex Red glucose oxidase fluorescence; Potency, µM (doses to about 76.4 µM), without a hit: top-dose activity change, negative = inhibition, usual class: inhibitors; actives 0.38% (n = 300,000); AID 2100;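 note: 0% = full enzyme reaction and -100% = no-enzyme basal signal; the screen sought inhibitors and activators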
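Recombinant human enzyme (4 nM); glycogen substrate; 37 C, 40 min, pH 5.0. Readout: coupled glucose oxidase/Amplex Red fluorescence.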
NPSR antagonist – neuropeptide S receptor (human) antagonism, cAMP. Q6W5P4. CHO-NPSR cells, cAMP TR-FRET, antagonist mode. actives 1% (n = 220,000). Potency, µM (titrated, usually from 38.3 µM), inactives show at the highest dose activity change, negative = inhibition, actives largely listed as inhibitors; note: % is set by controls: 0 for no effect and ±100 for the full control effect; nearly all actives have a fitted effect of over 50% in size; many of its hits are not listed in these tables
Target sequence (Q6W5P4 whole entry, looked up): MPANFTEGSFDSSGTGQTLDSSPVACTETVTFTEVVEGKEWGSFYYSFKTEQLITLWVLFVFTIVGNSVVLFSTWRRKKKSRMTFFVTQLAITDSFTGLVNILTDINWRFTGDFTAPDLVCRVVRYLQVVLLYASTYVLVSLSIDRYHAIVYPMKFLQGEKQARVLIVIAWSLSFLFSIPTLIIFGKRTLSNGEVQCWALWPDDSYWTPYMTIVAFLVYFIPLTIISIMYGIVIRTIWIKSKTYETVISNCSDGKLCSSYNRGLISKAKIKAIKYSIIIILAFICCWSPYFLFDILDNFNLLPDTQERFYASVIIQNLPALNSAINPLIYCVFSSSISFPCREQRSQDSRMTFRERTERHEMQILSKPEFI
Tau fluor cs – counter-screen for tau fibril formation inhibitors; tau K18 P301L (four-repeat tau fragment) Alexa594 fluorescence, heparin fibrillization; Potency, µM (titrated, usually from 57.7 µM), for the others: at the highest dose activity change, negative = decrease; actives 0.93% (n = 280,000); AID 1463; note: % is set by controls: 0 for no effect and ±100 for the full control effect; nearly all actives have a fitted effect of over 55% in size
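Human K18 P301L tau (15 uM unlabeled plus 0.24 uM Alexa 594-labeled, final) in 100 mM sodium acetate pH 7 was mixed with compound and 20 uM heparin and incubated 6 hr at 37 C.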
ALDH1A1 inh – blocks purified human ALDH1A1 activity; Potency, µM (series often up to 75.3 µM), for the others: at the top dose activity, negative = inhibition, most hits filed as inhibitors; actives 7.3% (n = 220,000); P00352; Purified ALDH1A1, NADH fluorescence, propionaldehyde substrate; AID 1030; active = well fitted inhibition curve with a large enough effect, not every such curve was filed as active; inconclusive = small, poorly fitted or top-dose-only effect, or another doubt; inactive = no such curve, though single readings can be large or run the other way;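 note: plate controls were no enzyme wells and a reference inhibitor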
Target sequence (P00352 whole entry, looked up): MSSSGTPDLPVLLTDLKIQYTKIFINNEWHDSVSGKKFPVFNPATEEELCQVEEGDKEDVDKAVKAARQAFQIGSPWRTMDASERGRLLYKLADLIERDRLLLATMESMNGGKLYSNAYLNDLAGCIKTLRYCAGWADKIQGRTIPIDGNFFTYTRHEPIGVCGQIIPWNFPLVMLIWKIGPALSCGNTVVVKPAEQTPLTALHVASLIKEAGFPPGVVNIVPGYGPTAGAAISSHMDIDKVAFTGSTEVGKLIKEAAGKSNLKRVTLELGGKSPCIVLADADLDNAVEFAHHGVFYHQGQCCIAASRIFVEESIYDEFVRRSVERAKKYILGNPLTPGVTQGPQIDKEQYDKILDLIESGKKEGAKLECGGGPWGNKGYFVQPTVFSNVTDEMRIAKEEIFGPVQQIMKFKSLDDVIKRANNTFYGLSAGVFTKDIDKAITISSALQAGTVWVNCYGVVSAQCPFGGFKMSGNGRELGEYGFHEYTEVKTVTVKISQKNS
aGlu spleen mod – lysosomal alpha-glucosidase (human) modulation; human spleen homogenate, 4-MU-alpha-glucoside fluorescence; Potency, µM (series often up to 79.9 µM), without a hit: at the highest dose activity change, negative = inhibition, actives largely listed as inhibitors; actives 0.006% (n = 240,000); AID 2112;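 note: 0% = enzyme with vehicle and -100% = no enzyme basal signal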
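Enzyme source: human spleen homogenate, 1 ug/well. Buffer 50 mM citric acid/K phosphate pH 5.0, 0.01% Tween-20. 4-MU-alpha-glucoside 1 mM; 37 C x 40 min; NaOH/glycine stop; fluorescence.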
* hit, by the source's call; ? = inconclusive; · = no result given; & = joins results of further samples; [ ] = remark or other dose. Unless noted, calls come from the whole dose curve; as a rule, active = well fitted curve in the direction sought with a large enough effect; inconclusive = small, poorly fitted or top-dose-only effect, or another doubt; inactive = no such curve, though single readings can be large; an effect the other way counts as inactive or inconclusive. Potency is the fitted concentration of half-maximal effect. An excerpt; rates above refer to the full screens.

SMILES	GAA inh	GLA spleen mod	Epigenetic reg	GAA glycogen	NPSR antagonist	Tau fluor cs	ALDH1A1 inh	aGlu spleen mod
O=C(Nc1cccc(Cl)c1N1CCCC1)c1cccc(-c2cc3ccccc3oc2=O)c1	-10%	-5%	-1.1%	5%	-5%[46.1 µM]	-9%	1%	-10%
Cc1ccc2cc(CCNC(=O)c3ccc(S(=O)(=O)N4CCCCC4)cc3)c(=O)[nH]c2c1	?	4%	-7.3%	-4%	-31%	-17%	14µM*	0%
NC(=S)c1ncc(C(F)(F)F)cc1Cl	-3%[15.4 µM]	0%	-1.7%	5%	-14%	2%	28µM*	0%
Cc1ccc(S(=O)(=O)CC(=O)Nc2ccc(Cl)cn2)cc1	-5%	-5%	5.6%	-10%	4%	-5%	-9%	·
Cn1c(CCNC(=O)C(C)(C)C)nc2ccccc21	-1%	-1%	0.0%	-3%	5%[46.1 µM]	-6%	18%	-10%
COc1ccccc1CN1C[C@@H]2C[C@@H](c3ccccc3C)N3CCC[C@@]23C1=O	3%	2%	-10.0%	-6%	29%	0%	-12%	1%
CS(=O)(=O)NN1C(=O)c2ccccc2NC1c1cccc2cccnc12 (stereo unspecified)	-2%	1%	-1.1%	-3%	10%	-1%	-1%	0%
Cc1nnc(N/N=C/c2cc([N+](=O)[O-])c(N3CCC(C)CC3)cc2N2CCC(C)CC2)n1N	?	1%	1.0%	31µM*	10µM*	?	7.1µM*	-7%
O=C(Nc1ccc(S(=O)(=O)NCc2ccccc2)cc1)Nc1ccc2c(c1)OCO2	-6%	-4%	-2.1%	0%	-5%[46.1 µM]	4µM*[quencher]	0%	-18%
Cc1csc(SC(C)C(=O)Nc2ccc3c(c2)OCCO3)n1 (stereo unspecified)	0%	14%	1.1%	7%	-17%	-9%	9%	5%
COc1ccc(C2=NN(C(C#N)c3ccc(OC)cc3)C(c3ccccc3)C2)cc1 (stereo unspecified)	2%	-1%	-1.0%	?	-26%	-24%	22µM*	-9%
c1cc(-c2ccncc2)ccn1	-2%	8%	-1.9%	-7%	17%	-2%	-2%	3%
CCN1CCN(Cc2nc3c(c(=O)n(C)c(=O)n3C)n2CCc2ccccc2)CC1	0%[15.4 µM]	7%	0.3%	3%	15%	-7%	2%	1%
O=C(Nc1ccccn1)C(=O)N1CCCCC1	-2%	3%	-0.8%	2%	24%[46.1 µM]	3%	9%	5%
CCN(CC(=O)NCc1cccs1)c1ccc(S(=O)(=O)N2CCN(C)CC2)cn1	-11%	-11%	1.0%	11%	-10%	-8%	?	5%
Cc1cc(NC(=O)CN2CCC(n3nnc4cc(C(F)(F)F)ccc43)CC2)no1	-6%	-6%	1.2%	4%	-16%[46.1 µM]	2%	-2%	-16%
CC(=O)Nc1ccc(S(=O)(=O)N2CCN(C)CC2)cc1	-2%	-2%	-1.0%	1%	2%[46.1 µM]	-3%	-6%	-7%
Cc1ccc(NC(=S)N(CCC(C)C)C(C)c2ccncc2)c(Cl)c1 (stereo unspecified)	·	-8%	1.5%	-13%	-59%	11%	·	-2%
COc1ccc(-c2nc3c(c4c2C[C@H](c2ccccc2)OC4)CN(C(=O)c2ccco2)CC3)c(C)c1	·	9%[17.5 µM]	·	·	·	-20%[11.6 µM]	1.8µM*	3%[17.4 µM]
Cc1cc(-n2c(C)cc(C(=O)CN3C(=O)NC4(CCCC4)C3=O)c2C)no1	1%	12%	-0.9%	-10%	-9%[46.1 µM]	-5%	3%	8%
Cc1ccc(NC(=O)C(=O)NNC(=O)c2ccccc2C)cc1Cl	5%	2%	-0.9%	-17%	-10%[46.1 µM]	0%	1%	-6%
CNC(=O)Nc1ccc2nc(C)sc2c1	13%	-8%	-6.2%	16%	-6%	-17%	-11%	-6%
CN=C(NC#N)SCC(=O)c1ccc(Cl)cc1Cl	2%	11%	-3.1%	-9%	6%[7.67 µM]	-14%	7%	-7%
COC(=O)[C@H](C)NC(=O)NCc1ccccc1F	-11%	8%	-1.1%	-2%	-7%[46.1 µM]	1%	7%	4%

Look-ups from above:
GAA glycogen with CCN(CC(=O)NCc1cccs1)c1ccc(S(=O)(=O)N2CCN(C)CC2)cn1 stands at 11%
aGlu spleen mod with CCN1CCN(Cc2nc3c(c(=O)n(C)c(=O)n3C)n2CCc2ccccc2)CC1 stands at 1%

Remaining list, next part:
SMILES	GAA inh	GLA spleen mod	Epigenetic reg	GAA glycogen	NPSR antagonist	Tau fluor cs	ALDH1A1 inh	aGlu spleen mod
NC(=O)NC(=O)COC(=O)CCCSc1nc2ccccc2s1	·	-3%	-0.4%	2%	8%[7.67 µM]	6%	·	-1%
N#Cc1nc(N)nc(N(c2ccccc2)c2ccccc2)n1	-5%	-9%	1.1%	-2%	-10%[46.1 µM]	-10%	2%	-5%
CN(C)S(=O)(=O)c1cc(NC(=O)[C@H](Cc2ccccc2)N2C(=O)c3ccccc3C2=O)ccc1Cl	-14%	4%	-1.8%	-3%	-8%	-27%	?	-6%
Cc1cc(Cl)ccc1OCCCC(=O)N1CCN(C)CC1	-3%	-5%	0.0%	-5%	1%[46.1 µM]	-1%	-5%	-4%
COc1ccc(CNC(=O)CN(Cc2ccc(OC)cc2)C(=O)c2csnn2)cc1	9%	-1%	-3.9%	-9%	-12%	-19%	2.2µM*	-1%
COc1ccc(CNC(=O)C2CCN(S(C)(=O)=O)CC2)cc1	4%	-1%	0.8%	-9%	21%	-2%	1%	-4%
CC(C)(C)NC(=O)c1ccc2c(c1)N(CC(=O)N1CCN(c3ccc(F)cc3)CC1)C(=O)C(C)(C)O2	1%	-4%	-5.1%	16%	-15%[46.1 µM]	-9%	12%	-3%
CC(=O)C1=C(C)NC(SCC(N)=O)=C(C#N)C1CC(C)C (stereo unspecified)	3%	-1%	1.5%	9%	9%	-4%	32%[activator]	-2%
Cc1nc(NC(C)C)c2cnn(CCc3ccccc3)c2n1	-4%	-2%	0.8%	-7%	-16%[46.1 µM]	-10%	4%	0%
OCC1(CCOc2ccccc2)CCN(Cc2ccc3c(c2)OCCO3)CC1	-6%	-1%	1.1%	12%	17%	-21%	-11%	-2%
CCC(=O)Nc1ccc2oc(-c3cccc(C)c3)nc2c1	0%	-6%	0.9%	1%	-18%[46.1 µM]	4%	?	-12%
O=C(COC(=O)c1ccc2c(c1)OCO2)Nc1nc(-c2ccccc2)cs1	4%	-1%	-5.8%	9%	11%	7%	13%	4%
CCS(=O)(=O)NCCc1cc2c(OC)ccc(OC)c2[nH]c1=O	2%	-5%	-0.8%	4%	-2%[46.1 µM]	1%	?	-11%
Nc1ncnc2c1ncn2CCNCCc1ccccc1	-5%	9%	0.0%	1%	-1%[46.1 µM]	6%	12%	-2%
Cc1cnc(NS(=O)(=O)c2ccc(Cl)cc2)c(Br)c1	·	6%	-2.1%	8%	4%	-10%	·	-1%
CCOC(=O)C1(C)/C(=N/Nc2ccccc2)C(=O)C(=O)N1c1ccccc1 (stereo unspecified)	-30%	-1%	0.0%	-4%	-16%[46.1 µM]	-28%	?	-7%
Cc1nn(CCCC(=O)Nc2c(F)cc(F)cc2Br)c(C)c1[N+](=O)[O-]	-1%	3%	1.3%	·	-2%	-3%	-3%	8%
CC1CC1c1ccc(/C=C(\C#N)C(=O)Nc2cccc(Cl)c2Cl)o1 (stereo unspecified)	-26%	-20%	0.0%	9%	-35%	-21%	-5%	-2%
CCCCOc1c(C(=O)Nc2ccccc2)nnn1-c1ccccc1	-2%	8%	1.3%	0%	-55%	-16%	-14%	·
COc1cc(NC(=O)c2ccc(COCC(F)(F)F)cc2)cc(OC)c1OC	-6%	-6%	0.0%	0%	-11%[46.1 µM]	-21%	5%	1%
O=C(Nc1ccccc1C(=O)N1CCCC1)c1ccc(Cl)c([N+](=O)[O-])c1	7%	-3%	-4.3%	-5%	-25%	11%	-15%	1%
Cn1c(=O)c(C(=O)COC(=O)c2cc(-c3ccco3)nc3ccccc23)c(N)n(Cc2ccccc2)c1=O	-3%[15.4 µM]	15%&14%	0.7%&-1.0%	-6%	-45%	?	?	7%&4%
Cc1ccc(C)c(-n2cc(CNCCCn3cccn3)c(-c3ccccc3)n2)c1	1%	-12%	-2.7%	14%	45%	-20%	-1%	4%
COc1ccc(-c2cc3ccccc3oc2=O)cc1NC(=O)c1ccc([N+](=O)[O-])o1	2%	-2%	8.4%	-2%	-12%[46.1 µM]	?	-5%	-14%
CCCN1CNC(=S)N(c2ccc(C)cc2C)C1	-3%	6%	1.1%	0%	-6%	-10%	4%	-11%
COc1ccc2ccccc2c1/C=N/N1C(=O)CSC1=S	-3%	4%	-0.2%	?	-21%	-29%	?	-2%
CC1CCN(c2nc3ccccc3n2CC(=O)c2ccccc2)CC1	6%	7%	-0.1%	-4%	-20%	7%	2%	6%
CCOC(=O)C1CCCN(C(=S)Nc2ccc(Nc3ccccc3)cc2)C1 (stereo unspecified)	-14%	7%	-1.2%	40µM*	-18%	?	?	-11%
CC(c1n[nH]c(=S)n1-c1ccc(F)cc1)N1CCCCC1 (stereo unspecified)	-6%	-3%	0.0%	-19%	4%	3%	-2%	-4%
Cc1nc2nc[nH]n2c(=O)c1CC(=O)O	1%	2%	0.0%	2%	11%[46.1 µM]	1%	-1%	-1%
Cc1cc(=O)c2ccc(C(F)(F)F)cc2[nH]1	·	5%	1.1%	5%	4%	?	·	-1%
CCc1ccc(N2C(=O)CC(Cn3nc(C)cc3C)C2=O)cc1 (stereo unspecified)	0%	-8%	-0.2%	9%	1%	-6%	5%	-4%
Cc1cc(NC(=O)CSc2nnc(-c3ccncc3)n2-c2ccccc2)no1	-6%	13%	3.0%	-2%	9%	-8%	?	0%
FC(F)(F)c1cccc(NC(=S)N2CCN(c3ccccn3)CC2)c1	2%	1%	2.0%	11%	0%	-2%	0%	0%
COc1cc(S(=O)(=O)Nc2cccc(C)c2)ccc1NC(=O)c1cccnc1	-4%	-13%	-0.1%	-2%	12%	-2%	-17%	-3%

GAA glycogen, what is marked active above.
SMILES,GAA inh,GLA spleen mod,Epigenetic reg,GAA glycogen,NPSR antagonist,ALDH1A1 inh,aGlu spleen mod
Cc1nnc(N/N=C/c2cc([N+](=O)[O-])c(N3CCC(C)CC3)cc2N2CCC(C)CC2)n1N,?,1%,1.0%,31µM*,10µM*,7.1µM*,-7%
CCOC(=O)C1CCCN(C(=S)Nc2ccc(Nc3ccccc3)cc2)C1 (stereo unspecified),-14%,7%,-1.2%,40µM*,-18%,?,-11%
